Screening results deposited in PubChem by National Center for Advancing Translational Sciences (NCATS).
Mm-Cpn inhibitor = inhibitors of Methanococcus maripaludis chaperonin (MmCpn) | AID 504842 | purified Mm-Cpn ATPase, ADP Transcreener TR-FRET | Potency, µM (highest dose often 76.9 µM), without a hit: top-dose activity, negative = inhibition, usual class: inhibitors | actives 0.031% (n = 330,000); note: potency is the fitted concentration of half-maximal effect; % is set by controls: 0 for no effect and ±100 for the full control effect; nearly all actives have a fitted effect of over 80% in size
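ATPase read-out: TR-FRET ADP immunoassay (anti-ADP Eu cryptate vs ADP-d2), ex 320 nm, em 590/665 nm; signal drops as ADP forms. Enzyme 25 nM, ATP 10 uM, 30 min at 37°C after 10 min compound preincubation.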
Nrf2 activator = activates Nrf2 signaling. AREc32 ARE-luciferase reporter (MCF7-derived line), luminescence, 24 h. Potency, µM (titrated, usually from 46.1 µM), for the others: at the highest dose activation, hits mostly activators. actives 0.31% (n = 410,000). AID 624171; note: potency is the fitted concentration of half-maximal effect; % of control where 0% means no effect; nearly all actives have a fitted effect of over 65% in size
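Steps: seed AREc32_Fluc cells (1000/well, 5% FBS OPTI-MEM); incubate overnight at 37 deg C; add 23 nL compound; incubate 24 hr; add Steady-Glo; hold 30 min RT; read luminescence.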
TGFb SMAD3 inh = blocks TGF-b signaling; HepG2 CAGA-GFP TGF-b/SMAD3 reporter, GFP fluorescence, 18 h; TGF-beta stimulated, 500 pg/mL final; Potency, µM (series often up to 46.1 µM), for inactives: at the highest dose activity, negative = inhibition, most hits filed as inhibitors; actives 1.2% (n = 410,000); AID 588855; note: potency is the fitted concentration of half-maximal effect; % is set by controls: 0 for no effect and ±100 for the full control effect; nearly all actives have a fitted effect of over 65% in size
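Cell-based qHTS in HEPG2 carrying a CAGA-GFP Smad reporter; compounds added before 500 pg/mL final TGF-beta, 18 h incubation at 37 degrees C, GFP fluorescence quantified per cell by imaging cytometry.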
pAkt inh = Akt phosphorylation inhibition; activity change, % for hits at 50 µM; actives 0.32% (n = 360,000); Neuro2A IGF-stimulated pAkt S473 HTRF, 20 min; stronger effect = lower value; in the data active = activity change below about -80%; inconclusive = mostly about -51% to -80%; note: % is set by controls: 0 for no effect and ±100 for the full control effect
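Neuro2A cells in DMEM with 0.5% FBS, overnight at 37 deg C, given compound at single 50 µM final, then IGF (6 nM final) for 20 min at 37 deg C. Lysed; phospho-Akt Ser473 by HTRF after 24 h, 665/615 ratio.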
CCT chaperon mod = changes cytosolic chaperonin activity. purified chaperonin ATPase assay, HTRF ADP detection, 30 min. activity change, % (test concentration not listed), hits read low. actives 0.3% (n = 360,000). AID 651819; in the data active = activity change below about -30%; note: % is set by controls: 0 for no effect and ±100 for the full control effect
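TRiC at 40 or 20 nM final (batch-dependent) in 30 mM Tris pH 7.4, 100 mM KCl, 5 mM MgCl2, 1 mM DTT, with compound at single 76 uM and 10 uM ATP, 30 min at 37 deg C. ADP detected by HTRF Transcreener, 665/615 ratio.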
A549 viability = kills or reduces viability of A549 cells in Nrf2 counter-screen | A549 ARE-Fluc cells, CellTiter-Fluor viability, 18-24 h | Potency, µM (top dose mostly 46 µM), without a hit: at the top dose activity change, negative = cytotoxicity, usual class: inhibitors | actives 0.16% (n = 390,000) | AID 504648; note: potency is the fitted concentration of half-maximal effect; % is set by controls: 0 for no effect and ±100 for the full control effect
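Cytotoxicity counterscreen: CellTiter-Fluor fluorescence was measured in A549 ARE_Fluc cells after 18-24 h of compound exposure in a concentration series. The subsequent BugLite luminescent read reports ARE-luciferase activity.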
EPAC2 agonist = agonists of human EPAC2 (RAPGEF4); Potency, µM (doses to about 154 µM), inactives show at the highest dose activation, most hits filed as activators; EPAC2 activation, biochemical qHTS; response scale: 100% = 6.5 mM cAMP response; Q8WZA2; AID 720711; actives 0.079% (n = 360,000); note: potency is the fitted concentration of half-maximal effect; nearly all actives have a fitted effect of over 50% in size
Target sequence (Q8WZA2 whole entry, looked up): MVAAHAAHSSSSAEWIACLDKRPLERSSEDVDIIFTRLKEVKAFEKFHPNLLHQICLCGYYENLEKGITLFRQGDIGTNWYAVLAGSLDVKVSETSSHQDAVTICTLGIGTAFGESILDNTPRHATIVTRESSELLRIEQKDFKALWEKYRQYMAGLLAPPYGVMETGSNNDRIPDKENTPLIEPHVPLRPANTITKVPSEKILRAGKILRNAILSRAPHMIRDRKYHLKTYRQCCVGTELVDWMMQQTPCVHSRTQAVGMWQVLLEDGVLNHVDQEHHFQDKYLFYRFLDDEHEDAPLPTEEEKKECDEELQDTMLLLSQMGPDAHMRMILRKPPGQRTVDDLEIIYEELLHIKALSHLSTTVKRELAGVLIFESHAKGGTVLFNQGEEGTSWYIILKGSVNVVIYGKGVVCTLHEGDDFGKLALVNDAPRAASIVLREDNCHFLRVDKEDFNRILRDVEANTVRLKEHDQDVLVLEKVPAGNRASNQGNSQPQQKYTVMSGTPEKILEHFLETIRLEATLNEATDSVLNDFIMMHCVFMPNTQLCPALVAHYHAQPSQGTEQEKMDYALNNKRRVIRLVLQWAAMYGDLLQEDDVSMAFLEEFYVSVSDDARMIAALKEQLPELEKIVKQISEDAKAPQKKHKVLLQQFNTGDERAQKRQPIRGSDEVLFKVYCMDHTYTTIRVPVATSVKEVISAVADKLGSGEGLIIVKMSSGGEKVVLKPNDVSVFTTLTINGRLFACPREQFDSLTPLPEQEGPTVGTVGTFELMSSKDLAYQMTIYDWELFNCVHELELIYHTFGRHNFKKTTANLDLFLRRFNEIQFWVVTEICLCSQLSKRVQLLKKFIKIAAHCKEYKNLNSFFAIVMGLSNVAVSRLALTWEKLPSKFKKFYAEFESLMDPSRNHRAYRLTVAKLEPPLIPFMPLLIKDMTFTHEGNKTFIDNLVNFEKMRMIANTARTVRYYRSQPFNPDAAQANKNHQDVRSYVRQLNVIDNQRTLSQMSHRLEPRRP
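Guanine nucleotide exchange by EPAC2 is measured as reduced fluorescence of BODIPY-GDP once it is released from 250 nM Rap1B. Plates are read kinetically for 30 min at room temperature; results are scaled to 6.5 mM cAMP.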
Nrf2 inh = inhibitors of Nrf2 signaling; A549 ARE-Fluc reporter, luciferase luminescence, 18-24 h; Potency, µM (titrated, usually from 46 µM), for the others: top-dose activity change, negative = inhibition, usual class: inhibitors; actives 2.1% (n = 360,000); AID 504444; note: potency is the fitted concentration of half-maximal effect; % is set by controls: 0 for no effect and ±100 for the full control effect; nearly all actives have a fitted effect of over 60% in size
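Concentration-response testing used A549 ARE_Fluc cells at 5000 cells/well. Following an 18-24 h compound incubation, viability was read by fluorescence (Ex 405/Em 525) and luciferase output by luminescence.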
EPAC2 antag = blocks human EPAC2 exchange factor; EPAC2 GEF exchange of Rap1B-BODIPY-GDP, fluorescence; Potency, µM (highest dose often 114 µM), without a hit: at the top dose activity, negative = inhibition, actives largely listed as inhibitors; actives 0.18% (n = 360,000); AID 720708; note: potency is the fitted concentration of half-maximal effect; % is set by controls: 0 for no effect and ±100 for the full control effect; nearly all actives have a fitted effect of over 45% in size; many of its hits are not listed in these tables
* marks the source's active call; other numbers are inactive results. Unless noted, calls come from the whole dose curve; as a rule, active = well fitted curve in the direction sought with a large enough effect; inconclusive = small, poorly fitted or top-dose-only effect, or another doubt; inactive = no such curve, though single readings can be large; an effect the other way counts as inactive or inconclusive. This is a subset (hit frequency here may not be typical).

Results for NC(=O)c1cc(C(N)=O)nc(Cl)n1 ?
Mm-Cpn inhibitor: 6%; Nrf2 activator: 2.2%; TGFb SMAD3 inh: -6%; pAkt inh: inactive; CCT chaperon mod: 1.2; A549 viability: -6%; EPAC2 agonist: -1%; Nrf2 inh: -27%; EPAC2 antag: -12%

How did Cc1ccc(-c2nc3c4c(-c5ccccc5)c(-c5ccccc5)oc4ncn3n2)cc1 do in these assays?
Nrf2 activator: 0.3%; TGFb SMAD3 inh: -9%; A549 viability: -1%; Nrf2 inh: inconclusive

How did CS(=O)(=O)N1CCN(c2ccc(NC(=O)CSc3ccc(Cl)cc3)cc2)CC1 do in these assays?
Mm-Cpn inhibitor: -1%; Nrf2 activator: -0.8%; TGFb SMAD3 inh: 6%; pAkt inh: inactive; CCT chaperon mod: -3.1; A549 viability: -2%; EPAC2 agonist: 9%; Nrf2 inh: -3%; EPAC2 antag: 4%

What do the screens show for `CCOc1ccc(NC(=O)CN(c2ccc(OCC)cc2)S(=O)(=O)c2c(C)[nH]c(=O)[nH]c2=O)cc1`?
Mm-Cpn inhibitor: -2%; Nrf2 activator: 0.5%; TGFb SMAD3 inh: -12%; pAkt inh: inactive; CCT chaperon mod: 2.3; A549 viability: -1%; EPAC2 agonist: 1%; Nrf2 inh: -9%; EPAC2 antag: 6%

How did COc1ccccc1Cn1c(C(C)C)nc2ccccc21 do in these assays?
Mm-Cpn inhibitor: 3%; Nrf2 activator: 2.6%; TGFb SMAD3 inh: inconclusive; pAkt inh: inactive; CCT chaperon mod: 3.3; A549 viability: 11%; EPAC2 agonist: 6%; Nrf2 inh: inconclusive; EPAC2 antag: inconclusive

What do the screens show for `CCN(C(=O)CSc1nc2cc(Cl)ccc2c(=O)n1CC(C)C)C1CCS(=O)(=O)C1` (centres undefined)?
Mm-Cpn inhibitor: -12%; Nrf2 activator: 0.3%; TGFb SMAD3 inh: 14%; pAkt inh: inactive; CCT chaperon mod: -3.5; A549 viability: 7%; EPAC2 agonist: 10%; Nrf2 inh: 5%; EPAC2 antag: -1%

Results for CCCCC1=CC2=CC(=O)C(C)(OC(=O)C3CCCC3)C(=O)C2=CO1 (centres undefined) ?
Mm-Cpn inhibitor: -15%; Nrf2 activator: 2.2%; TGFb SMAD3 inh: -7%; pAkt inh: inactive; CCT chaperon mod: 0.0; A549 viability: -17%; EPAC2 agonist: -7%; Nrf2 inh: 10%; EPAC2 antag: -7%

How did Cc1ccc(Cl)cc1N1CCN(C(=O)CN(C2CCCCC2)S(C)(=O)=O)CC1 do in these assays?
Mm-Cpn inhibitor: 0%; Nrf2 activator: -0.1%; TGFb SMAD3 inh: 0%; pAkt inh: inactive; CCT chaperon mod: -1.3; A549 viability: -10%; EPAC2 agonist: 9%; Nrf2 inh: 18µM*; EPAC2 antag: -7%

What do the screens show for `COC(=O)c1ccc(COc2cc(C)ccc2C)o1`?
Mm-Cpn inhibitor: 0%; Nrf2 activator: 4.0%; TGFb SMAD3 inh: 16%; pAkt inh: inactive; CCT chaperon mod: -1.1; A549 viability: 6%; EPAC2 agonist: 13%; Nrf2 inh: 3%; EPAC2 antag: inconclusive

What do the screens show for `CC[C@H](C)[C@H](NC(=O)OCc1ccccc1)C(=O)OCC(=O)N(C)CC(=O)Nc1ccccc1Cl`?
Mm-Cpn inhibitor: 0%; Nrf2 activator: -0.3%; TGFb SMAD3 inh: inconclusive; pAkt inh: inactive; CCT chaperon mod: 0.3; A549 viability: -2%; EPAC2 agonist: 6%; Nrf2 inh: 5%; EPAC2 antag: -11%

What do the screens show for `C=CCn1c(SCc2nc3ccccc3c(=O)[nH]2)nc2sc3c(c2c1=O)CCCC3`?
Mm-Cpn inhibitor: -2%; Nrf2 activator: 2.8%; TGFb SMAD3 inh: 1%; pAkt inh: inactive; CCT chaperon mod: -1.6; A549 viability: -1%; EPAC2 agonist: -6%; Nrf2 inh: 1%; EPAC2 antag: 10%

What do the screens show for `Cc1ccc(Cn2c(SCC(C)C)nc3c2c(=O)n(C)c(=O)n3C)cc1`?
Mm-Cpn inhibitor: 2%; Nrf2 activator: -0.5%; TGFb SMAD3 inh: inconclusive; pAkt inh: inactive; CCT chaperon mod: 0.4; A549 viability: -10%; EPAC2 agonist: 4%; Nrf2 inh: inconclusive; EPAC2 antag: -2%

Results for CC1CC(C)CN(c2ccc([N+](=O)[O-])nc2)C1 (centres undefined) ?
Mm-Cpn inhibitor: 0%; Nrf2 activator: -0.5%; TGFb SMAD3 inh: -7%; pAkt inh: inactive; CCT chaperon mod: -0.6; A549 viability: inconclusive; EPAC2 agonist: 8%; Nrf2 inh: -15%; EPAC2 antag: -3%

How did COc1ccc(N2C(=O)CC(S/C(N)=N/N=C(\C)c3cccs3)C2=O)cc1 (centres undefined) do in these assays?
Mm-Cpn inhibitor: 2%; Nrf2 activator: 3.7%; TGFb SMAD3 inh: -9%; pAkt inh: inactive; CCT chaperon mod: -4.8; A549 viability: -14%; EPAC2 agonist: 15%; Nrf2 inh: 8%; EPAC2 antag: -1%

Results for O=C(N1CCCCCC1)N1CCN(C(=O)N2CCOCC2)CC1 ?
Mm-Cpn inhibitor: 1%; Nrf2 activator: 0.0%; TGFb SMAD3 inh: 0%; pAkt inh: inactive; CCT chaperon mod: -3.9; A549 viability: -6%; EPAC2 agonist: 8%; Nrf2 inh: -12%; EPAC2 antag: 5%

Results for O=C(CCNC(=O)C1CCN(S(=O)(=O)c2ccc(F)cc2)CC1)NCCc1cccc(F)c1 ?
Mm-Cpn inhibitor: -8%; Nrf2 activator: 0.4%; TGFb SMAD3 inh: 3%; pAkt inh: inactive; CCT chaperon mod: 0.4; A549 viability: -2%; EPAC2 agonist: -10%; Nrf2 inh: inconclusive; EPAC2 antag: 4%

Results for COC(=O)[C@]12CCCCC=C1N(Cc1cccc3ccccc13)C(=O)[C@H](CC(=O)NCc1cccs1)C2 ?
Nrf2 activator: 0.9%; pAkt inh: inactive; CCT chaperon mod: 0.2; EPAC2 agonist: 17%; EPAC2 antag: 5%

How did O=C(O)CSc1nnc(-c2ccc(Cl)cc2Cl)n1-c1ccc(Cl)cc1 do in these assays?
Mm-Cpn inhibitor: 0%; Nrf2 activator: -1.9%; TGFb SMAD3 inh: 2%; pAkt inh: inactive; CCT chaperon mod: 0.9; A549 viability: 1%; EPAC2 agonist: 4%; Nrf2 inh: 4%; EPAC2 antag: 1%

What do the screens show for `O=C(NCc1cccs1)c1ccc([N+](=O)[O-])cc1`?
Mm-Cpn inhibitor: -6%; Nrf2 activator: 0.4%; TGFb SMAD3 inh: 7%; pAkt inh: inactive; CCT chaperon mod: 0.2; A549 viability: 11%; EPAC2 agonist: 12%; Nrf2 inh: 16%; EPAC2 antag: 13%

Results for O=C1OC(NC(=O)c2ccccc2)C(n2cc(CO)nn2)=C1Cl (centres undefined) ?
Mm-Cpn inhibitor: 2%; Nrf2 activator: 0.5%; TGFb SMAD3 inh: 0%; pAkt inh: -114%*; CCT chaperon mod: -2.4; A549 viability: -5%; EPAC2 agonist: -2%; Nrf2 inh: -12%; EPAC2 antag: 3%

Two entries picked at random from those above:
What do the screens show for `C=CCn1c(SCc2nc3ccccc3c(=O)[nH]2)nc2sc3c(c2c1=O)CCCC3`?
Mm-Cpn inhibitor: -2%; Nrf2 activator: 2.8%; TGFb SMAD3 inh: 1%; pAkt inh: inactive; CCT chaperon mod: -1.6; A549 viability: -1%; EPAC2 agonist: -6%; Nrf2 inh: 1%; EPAC2 antag: 10%

What do the screens show for `Cc1ccc(Cn2c(SCC(C)C)nc3c2c(=O)n(C)c(=O)n3C)cc1`?
Mm-Cpn inhibitor: 2%; Nrf2 activator: -0.5%; TGFb SMAD3 inh: inconclusive; pAkt inh: inactive; CCT chaperon mod: 0.4; A549 viability: -10%; EPAC2 agonist: 4%; Nrf2 inh: inconclusive; EPAC2 antag: -2%

(further entries)
How did O=C1c2ccccc2NC(c2ccccc2)N1CCCN1CCOCC1 (centres undefined) do in these assays?
Mm-Cpn inhibitor: 0%; Nrf2 activator: -0.6%; TGFb SMAD3 inh: 13%; pAkt inh: inactive; CCT chaperon mod: 1.7; A549 viability: -6%; EPAC2 agonist: 13%; Nrf2 inh: 1%; EPAC2 antag: -4%

How did COc1cc(/C=C2\SC(=O)NC2=O)ccc1Oc1cnccn1 do in these assays?
Mm-Cpn inhibitor: -1%; Nrf2 activator: 25%; TGFb SMAD3 inh: inconclusive; pAkt inh: inactive; CCT chaperon mod: -4.7; A549 viability: -10%; EPAC2 agonist: 12%; Nrf2 inh: -12%; EPAC2 antag: -14%

What do the screens show for `O=C(CCl)N(CCc1ccccc1)CCc1ccccc1`?
Mm-Cpn inhibitor: -1%; Nrf2 activator: -2.1%; TGFb SMAD3 inh: inconclusive; pAkt inh: inactive; CCT chaperon mod: -0.9; A549 viability: 0%; EPAC2 agonist: 3%; Nrf2 inh: 2%; EPAC2 antag: -15%

How did Cc1c(Cl)cccc1NC(=O)c1ccc2c(c1)nnn2C1CCCC1 do in these assays?
Nrf2 activator: 0.0%; TGFb SMAD3 inh: -21%; A549 viability: -21%; Nrf2 inh: -1%

What do the screens show for `O=C(NCCO)C1CCN(S(=O)(=O)c2ccc(F)cc2)CC1`?
Mm-Cpn inhibitor: 1%; Nrf2 activator: -0.1%; TGFb SMAD3 inh: 17%; pAkt inh: inactive; CCT chaperon mod: 2.0; A549 viability: -6%; EPAC2 agonist: 7%; Nrf2 inh: inconclusive; EPAC2 antag: -7%
